# Source: PubChem BioAssay
# DT40 TDP1 CPT: DT40-hTDP1 cell growth loss with CPT; chicken DT40 Tdp1-/-;hTDP1 cells + 20 nM CPT, ATP luminescence, 48 h; 420,000 tested, 12% active; Potency, µM (titrated, usually from 46.2 µM), inactives show at the highest dose activity change, negative = growth inhibition, actives largely listed as inhibitors; further: nearly all actives have a fitted effect of over 55% in size
#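 Chicken DT40 Tdp1-/- cells complemented with human TDP1, 400 cells/well, exposed to compounds plus 20 nM camptothecin for at least 48 h at 37 C; viability read as ATP content by CellTiter-Glo luminescence.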
# KAT2A inh: inhibitors of human GCN5L2 histone acetyltransferase; Potency, µM (highest dose often 58.9 µM), inactives show top-dose activity change, negative = inhibition, actives largely listed as inhibitors; AID 504327; GCN5L2 HAT assay, ThioGlo1 CoA-SH fluorescence; Q92830; 390,000 tested, 0.21% active
# Target sequence (Q92830 whole entry, looked up): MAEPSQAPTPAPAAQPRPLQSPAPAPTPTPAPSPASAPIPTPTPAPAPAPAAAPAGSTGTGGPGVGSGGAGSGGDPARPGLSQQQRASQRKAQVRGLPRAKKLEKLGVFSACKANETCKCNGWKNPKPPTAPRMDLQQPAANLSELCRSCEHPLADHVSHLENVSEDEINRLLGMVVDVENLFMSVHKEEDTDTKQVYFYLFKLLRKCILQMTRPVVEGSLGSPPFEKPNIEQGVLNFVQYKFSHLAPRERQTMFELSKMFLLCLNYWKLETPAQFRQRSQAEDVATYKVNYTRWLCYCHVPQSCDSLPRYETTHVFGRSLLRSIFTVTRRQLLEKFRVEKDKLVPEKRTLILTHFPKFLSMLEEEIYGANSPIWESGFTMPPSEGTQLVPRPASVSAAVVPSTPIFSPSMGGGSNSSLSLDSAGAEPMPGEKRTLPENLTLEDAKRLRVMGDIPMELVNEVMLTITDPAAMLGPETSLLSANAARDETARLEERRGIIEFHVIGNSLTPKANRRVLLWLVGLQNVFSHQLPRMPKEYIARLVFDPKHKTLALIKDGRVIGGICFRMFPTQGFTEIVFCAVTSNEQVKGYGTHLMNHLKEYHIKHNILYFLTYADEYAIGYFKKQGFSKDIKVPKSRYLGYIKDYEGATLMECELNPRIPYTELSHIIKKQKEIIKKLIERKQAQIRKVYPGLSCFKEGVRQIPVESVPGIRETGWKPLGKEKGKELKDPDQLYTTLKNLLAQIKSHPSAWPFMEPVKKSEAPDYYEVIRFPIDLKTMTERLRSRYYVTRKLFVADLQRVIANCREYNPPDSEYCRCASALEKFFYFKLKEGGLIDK
#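 ThioGlo1-coupled HAT assay: 20nM GCN5L2, 70uM acetyl-CoA, 75uM H3(1-25) peptide, pH 7.5. Fluorescence read at 340/540nm at start and after 20 min at room temperature.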
# DT40 TDP1 no CPT: qHTS for Inhibitors of human tyrosyl-DNA phosphodiesterase 1 (TDP1): qHTS in cells in absence of CPT; 420,000 tested, 15% active; Potency, µM (highest dose often 46.2 µM), for the others: at the top dose activity change, negative = growth inhibition, actives largely listed as inhibitors; DT40 Tdp1-/- hTDP1 cells, no CPT, ATP luminescence, 48 h; further: nearly all actives have a fitted effect of over 55% in size
#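 Growth of hTDP1-complemented DT40 Tdp1-knockout cells is measured by ATP luminescence after at least 48 hr compound exposure at 37 °C, with DMSO substituting for the 20 nM CPT used in the parallel screen.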
# Starred values were filed as active, the others as inactive; ? = inconclusive; . = not tested or not shown; [ ] = dose if it differs, or a comment. The call rests on the fitted dose curve; in most records, active means well fitted curve in the direction sought with a large enough effect; inconclusive means small, poorly fitted or top-dose-only effect, or another doubt; inactive means no such curve, though single readings can be large; an effect the other way counts as inactive or inconclusive. On the % scale 0 is the no-effect control and ±100 the full control effect; potency means the concentration at half of the fitted maximal effect.
compound,KAT2A inh,DT40 TDP1 no CPT,DT40 TDP1 CPT
CCOC(=O)c1c(C)oc2cc(Sc3ccccc3)c(O)c(O)c12,.,26µM*,?
Cc1ccccc1C(=O)N(C)c1ccccc1C(=O)NCc1ccccc1,-4%,-20%,5%
COc1cccc2cc(-c3nc(-c4ccc(C)cc4)c(C)s3)c(=O)oc12,0%,-19%,-27%
COc1nc(C)ccc1-c1noc(-c2ccncc2)n1,-6%,-9%,-7%
CC1=NN(c2ccc(C)c(C)c2)C(=O)C1C(c1cccc(O)c1)C1C(=O)N(c2ccc(C)c(C)c2)N=C1C (centres undefined),-14%,?,-22%
O=C(COC(=O)/C=C/c1ccccc1[N+](=O)[O-])Nc1ccc(OCc2ccccc2)cc1,2%,-29%,-26%
N#CC(CCc1ccccc1[N+](=O)[O-])(CCc1ccccc1[N+](=O)[O-])C(N)=O,.,?,?
COc1ccc(S(=O)(=O)N2CCCCC2)cc1NC(=O)c1cnc(C)cn1,-1%,?,?
Cc1cc(=O)n2nc(N(C)CC(=O)NCc3ccccc3C)sc2n1,4%,-5%,-29%
O=C(CN1CCc2ccccc2C1)Nc1ccccc1N1CCCCCC1,-4%,?,?
COc1ccccc1NS(=O)(=O)N(C)C,-20%[0.501 µM],-7%,-6%
Cc1ccc(NC(=O)c2c(C)oc3ncn(CC(C)C)c(=O)c23)nc1,19%,9.2µM*,13µM*
COc1ccc(-n2c(=O)c3ccccc3n(CC(=O)Nc3cccc(OC)c3)c2=O)cc1,1%,-16%,?
CC(C)[C@@H](NC(=O)C1CCN(C(=O)[C@@H]2CCCN2C(=O)OC(C)(C)C)CC1)C(=O)NCc1ccc(F)cc1,1%,-19%,-9%
O=c1oc(-c2cc3ccccc3o2)nc2sc3c(c12)CCCC3,4%,-4%,-10%
CC1(C(=O)NS(=O)(=O)c2ccccc2Cl)CCN1C(=O)c1ccccc1CCc1ccccc1 (centres undefined),.,?,-8%
Cc1cccc(N2CCN(CC(=O)NCc3ccccc3)CC2)c1C,-7%,-23%,-24%
O=C(CSc1ccc2c(c1)OCCO2)NCc1ccco1,0%,-4%,-16%
CCc1cccc(NC(=O)C2CCCN(S(=O)(=O)c3ccc4[nH]c(=O)ccc4c3)C2)c1 (centres undefined),-4%,-4%,-7%
Cc1ccccc1CNC(=O)c1ccc(NC(=O)c2nsc3ccccc23)cc1,-13%,12µM*,15µM*

# One compound at a time, as listed above. Order of values: KAT2A inh, DT40 TDP1 no CPT, DT40 TDP1 CPT
# `Cc1cccc(N2CCN(CC(=O)NCc3ccccc3)CC2)c1C` reads -7%, -23%, -24%
# `O=c1oc(-c2cc3ccccc3o2)nc2sc3c(c12)CCCC3` reads 4%, -4%, -10%
# `COc1nc(C)ccc1-c1noc(-c2ccncc2)n1` reads -6%, -9%, -7%
# `Cc1ccccc1CNC(=O)c1ccc(NC(=O)c2nsc3ccccc23)cc1` reads -13%, 12µM*, 15µM*
# `N#CC(CCc1ccccc1[N+](=O)[O-])(CCc1ccccc1[N+](=O)[O-])C(N)=O` reads ., ?, ?

# The list goes on.
compound,KAT2A inh,DT40 TDP1 no CPT,DT40 TDP1 CPT
CCOC(=O)C(C)Sc1nc(N)c(NC(=O)c2ccc(OC)c(OC)c2)c(=O)[nH]1 (centres undefined),-17%,21%,7%
C=CCC[C@H](Cc1ccc(F)cc1)C(=O)OC[C@H](Cc1c[nH]c2ccccc12)NC(=O)[C@@H](CC=C)CC(=O)N[C@H](CO)Cc1ccccc1,-5%,-81%,?
CCOc1ccc(-c2cc(C(=O)Nc3ccc(F)cc3)[nH]n2)c(C)c1,.,-5%,-11%
COc1ccc(C(=O)N2CCCCC2CCN2CCOCC2)cc1 (centres undefined),3%,-11%,-20%
Cc1cccc(NC(=S)NCc2ccc3c(c2)OCO3)c1C,-7%,-15%,-11%
CCOC(=O)c1c(C)[nH]c(C(=O)OCC(=O)N2CCc3ccccc32)c1C,1%,-11%,-3%
COCCn1c(SCC(=O)Nc2nnc(C)s2)nnc1-c1c[nH]c2ccccc12,2%,-22%,-20%
COc1cc2c(=O)n(-c3ccc(C)cc3)c(=O)n(CC(=O)c3ccc4c(c3)OCO4)c2cc1OC,-28%,-26%,?
COc1ccc(C)cc1NC(=O)C1CC(=O)N(Cc2ccco2)C1 (centres undefined),-3%,-3%,0%
CC1Cc2ccccc2N1S(=O)(=O)c1cccc(C(=O)N2CCCCC2)c1 (centres undefined),2%,16µM*,21µM*
COCCCNC(=O)CSc1nc2c(sc3ccccc32)c(=O)n1CCCC(=O)NCCOC,-5%,-19%,-2%
CCS(=O)(=O)CCSc1nc2ccccc2o1,-26%,-3%,0%
CC1CCc2nn(CC(=O)Nc3cccc(C(F)(F)F)c3)c(=O)cc2C1 (centres undefined),1%,?,?
Cc1cccc(CCNC(=O)C2CCC(CNS(=O)(=O)c3ccccc3)CC2)c1 (centres undefined),1%,?,-26%
Nc1nonc1C(=O)NCCNCc1c(OCc2ccccc2F)ccc2ccccc12,-5%,11µM*,11µM*
O=C(Oc1ccc2ccccc2c1)c1ccco1,-8%,-2%,-7%
Cc1cccc(NC(=O)CNC(=O)COC(=O)c2ccc(C(C)(C)C)cc2)c1C,-10%,-27%,?
O=C(Nc1nc(-c2ccncc2)cs1)c1ccco1,-5%,11µM*,?
CCOc1ccc(C(=O)Nc2cc(C)on2)cc1,-1%,-13%,-25%
Cc1cc(C(=O)COc2cccnc2[N+](=O)[O-])c(C)n1Cc1cccs1,-1%,?,?
O=C(O)CCN1CCc2ccccc2C1c1ccncc1 (centres undefined),-3%,-6%,2%
Cc1ccc(CNC(=S)NCc2ccncc2)cc1,-5%,?,?
COC(=O)[C@H](CC(C)C)NC(=O)/C=C/[C@H]1O[C@@H](n2cc(C)c(=O)[nH]c2=O)C[C@@H]1O,.,21%,5%
Cc1cc(Br)ccc1OCC(=O)N1CCCCCC1,-5%,-25%,?
COc1ccc(C(=O)Nc2nnc(SCC(=O)NCC3CCCO3)s2)cc1OC (centres undefined),-10%,0%,-3%
CC(C)c1ccc(NC(=O)C2CCN(C(=O)[C@@H]3Cc4ccccc4CN3)CC2)cc1,-8%,?,?
C=CCc1ccccc1Oc1cc(F)nc(N)n1,-1%,-1%,13%
CCN(CC(=O)NCc1ccc(F)cc1)C(=O)C1CCN(S(=O)(=O)c2ccc(C(C)C)cc2)CC1,-5%,?,?
Cc1ccc(-c2cc(N)n(Cc3cccc(Cl)c3)n2)cc1,-3%,?,-22%
C1=Cc2ccccc2/C1=C\c1cccc(/C=C2\C=Cc3ccccc32)c1,.,?,?
COc1ccc(CN(C)C(=O)c2cccc(NC(=O)CC3SC(N4CCCCC4)=NC3=O)c2)c(OC)c1 (centres undefined),.,5.2µM*,5.2µM*
COc1cc(C#N)c(NS(=O)(=O)c2ccc3[nH]c(=O)sc3c2)cc1OC,-6%,17%,1%
CCc1cc(C)c(O)c(CC)n1,0%,7%,8%
COC(=O)Cc1cc(=O)[nH]c(/N=C(\N)Nc2cccc(C)c2)n1,3%,-11%,20%
CC(C)C(=O)c1cn(CC(=O)N2CCCc3ccccc32)c2ccccc12,-9%,?,?
NC(=O)c1ccsc1NC(=O)COC(=O)COc1ccccc1F,-4%,5%,13%
CC(=O)Nc1ccc(NC(=O)CN(C)S(=O)(=O)c2ccc3c(c2)CCC(=O)N3)cc1,-19%,3%,-1%
CCOc1ncccc1-c1nc(-c2cccs2)no1,?,10%,-26%
CCOC(=O)C1=C(O)/C(=C/c2ccc(OCC(=O)O)c(OCC)c2)SC1=Nc1ccc(OC)cc1,-4%,-21%,-1%
CCOc1ccccc1OCCCC(=O)N1CCN(S(=O)(=O)c2ccc(C)cc2)CC1,-6%,?,?
COc1ccccc1NS(=O)(=O)c1cc(NC(=O)CCNC(C)=O)ccc1C,-6%,-11%,-2%
O=C(NC(Nc1nc2ccccc2s1)(C(F)(F)F)C(F)(F)F)c1ccccc1,-4%,1%,-1%
O=C(Nc1ccccc1)C12CC3CC(C1)CC(n1cnc([N+](=O)[O-])n1)(C3)C2,0%,-2%,-6%
CCOc1ccc(OCCCCn2cnc3ccccc3c2=O)cc1,0%,?,?
CC1CN(C(=O)c2ccc(S(=O)(=O)Nc3cccc(C(F)(F)F)c3)cc2)CC(C)O1 (centres undefined),-19%,?,-28%
CSc1ccc(CNC(=O)C2CCN(c3nnc(-n4cccc4CNc4ccc(C)cc4)s3)CC2)cc1,-11%,16µM*,?
Cc1ccc(NC(=O)CS(=O)CC(=O)NC(C)CCc2ccco2)cc1Cl (centres undefined),-7%,?,-17%
CCOC(=O)C1CCc2c(ccc3ccccc23)N1CCC#N (centres undefined),.,?,?
CC(=Nc1ccccc1)c1sc2ccccc2c1O,1%,-22%,-2%
COc1ccccc1CCC(=O)N(Cc1ccccc1)c1c(N)n(Cc2ccccc2)c(=O)[nH]c1=O,3%,?,?
CCN(CC)C(=O)CNC(=O)c1nn(-c2ccc(OC)c(Cl)c2)c(=O)c2ccccc12,-4%,-21%,-2%
CC1(C(=O)Nc2ccc3c(c2)OCO3)CCN1C(=O)c1ccco1 (centres undefined),.,-16%,-16%
CCN(CC)S(=O)(=O)c1ccc2oc(SCC(=O)NC3CC3)nc2c1,-6%,-11%,-24%
Cc1ccc(S(=O)(=O)N2CCN(C(=O)COC(=O)CNC(=O)c3ccc(Cl)cc3Cl)CC2)c(C)c1,.,-14%,-1%
CC(C)C(NC(=O)c1ccccc1NC(=O)c1ccco1)C(=O)NNC(=O)c1ccncc1 (centres undefined),-1%,0%,15%
Nc1nc(N)c(C=Nc2ccc(Br)cc2)c(Nc2ccc(Br)cc2)n1,-5%,13µM*,15µM*
CCCn1c(NC(=O)CCS(=O)(=O)c2ccc(C)cc2)nc2ccccc21,0%,?,?
O=C(O)c1ccccc1C(=O)Nc1nc(-c2ccccc2)cs1,0%,-1%,1%
CCOc1ccccc1OCCCC(=O)OCC(=O)Nc1cccc(Cl)c1,-5%,2%,-1%
O=C(NC1CCCC1)c1ccc(CS(=O)Cc2ccc(Cl)cc2)o1 (centres undefined),2%,17%,-3%

# Exported with each value named: three of the compounds above.
structure: Cc1ccc(S(=O)(=O)N2CCN(C(=O)COC(=O)CNC(=O)c3ccc(Cl)cc3Cl)CC2)c(C)c1
  KAT2A inh: . | DT40 TDP1 no CPT: -14% | DT40 TDP1 CPT: -1%

structure: CC(C)C(NC(=O)c1ccccc1NC(=O)c1ccco1)C(=O)NNC(=O)c1ccncc1 (centres undefined)
  KAT2A inh: -1% | DT40 TDP1 no CPT: 0% | DT40 TDP1 CPT: 15%

structure: Nc1nc(N)c(C=Nc2ccc(Br)cc2)c(Nc2ccc(Br)cc2)n1
  KAT2A inh: -5% | DT40 TDP1 no CPT: 13µM* | DT40 TDP1 CPT: 15µM*

# (continued)
compound,KAT2A inh,DT40 TDP1 no CPT,DT40 TDP1 CPT
O=C(COC(=O)C1CCN(S(=O)(=O)c2ccc3c(c2)OCCO3)CC1)Nc1ccccc1OC(F)F,21%,-21%,6%
O=C(Cc1ccc(S(=O)(=O)N2CCOCC2)s1)NCCOc1ccccc1,-12%,3%,4%
COc1cc(/C=N/O)ccc1OCc1ccccc1Cl,-17%,?,-26%
Cc1ccccc1CN1C(=O)CN(S(C)(=O)=O)CC1(C)C(=O)NC(C)C (centres undefined),.,7%,3%
CCC(=O)N1CCN(c2ccc(NC(=O)COc3cccc(C)c3C)cc2)CC1,-3%,18µM*,?
Cc1ccc(CN(C)C(=O)c2ccccc2NC(=O)c2ccccc2)o1,-12%,-9%,?
Cc1nn(C2CCS(=O)(=O)C2)c2nc(C3CC3)cc(C(=O)Nc3cccc(C#N)c3)c12 (centres undefined),-7%,?,?
C[C@@H](C(=O)Nc1ccc(OC(F)F)c(Cl)c1)N1C(=O)C2CC=CCC2C1=O (some centres undefined),-4%,-27%,3%
CCCN1CCN(CCCNC(=O)Cn2nc(C)n3c(cc4c(OC)cccc43)c2=O)CC1,-1%,0%,8%
Cc1ccc(C(=O)NC(=S)Nc2ccc3[nH]c(=O)[nH]c3c2)cc1C,1%,3%,?
CC(=O)Nc1cccc(NC(=O)CN2c3cccc4cccc(c34)S2(=O)=O)c1,-5%,-20%,-4%
N#CCCN(C(=O)COC(=O)CNS(=O)(=O)c1ccc2ccccc2c1)c1ccccc1,-2%,6%,-2%

# These rows are one share of the data; the hit share may differ from the screen's.
